Screening results deposited in PubChem by several laboratories.
NPY1 pot ag = NPY-Y1 receptor potentiators or agonists, primary screen, cell-based; activation, % at 3.6 µM; hit rate 0.37% among 220,000; NPY-Y1 expressing cells, potentiator/agonist activation; Neuropeptide Y receptor type 1 (Homo sapiens), P25929; in the data active = activation above about 33%, passing the limit was not always enough;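 note: cells stimulated with NPY at EC10 then isoproterenol at EC100; 0% = low agonist plus stimulus and 100% = saturating agonist plus stimulus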
NPY-Y2 PAM-ag = NPY-Y2 potentiators or agonists, primary screen, cell-based. Neuropeptide Y receptor type 2 (Homo sapiens), P49146. cells expressing NPY-Y2, potentiator/agonist read-out. activation, % at 3.6 µM. hit rate 0.45% among 220,000; in the data active = activation above about 27%;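 note: cells stimulated with NPY near EC25 plus isoproterenol at EC100; 0% = vehicle plus submaximal agonist and 100% = vehicle plus saturating agonist; some results beyond the cut were filed as inactive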
RBBP9 inh = human RBBP9 inhibitors, primary screen, biochemical, fluorescence polarization, FP-Rh probe, HTS. recombinant RBBP9. inhibition, % at 7.94 µM. hit rate 0.2% among 220,000. AID 1515, 2009;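 active = inhibition above the campaign mean of all tested compounds plus 3 SD, cut at about 14% in these data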;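 note: plate controls were DMSO wells with RBBP9 for no effect and wells lacking RBBP9 protein for full effect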
Target sequence (O75884 whole entry, looked up): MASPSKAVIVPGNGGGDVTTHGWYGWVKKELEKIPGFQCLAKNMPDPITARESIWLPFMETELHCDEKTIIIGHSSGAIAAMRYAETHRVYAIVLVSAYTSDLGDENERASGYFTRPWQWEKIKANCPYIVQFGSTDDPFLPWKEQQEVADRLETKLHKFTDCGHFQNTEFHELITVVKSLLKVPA
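System: RBBP9 protein / Buffer or medium: Tris/NaCl buffer pH 8.0 with 0.1% Pluronic / Probe or stimulus: Serine-hydrolase probe FP-Rh, 375 nM pre-mixing / Dosing: 7.94 µM single dose, 0.794% DMSO / Times: enzyme-compound preincubation 30 min, then probe labeling 45 min, 25 °C / Technique: fluorescence polarization (mP), excitation 525 nm, emission 598 nm / Replication: singlicate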
Runt-SMMHC FRET = inhibitors of RUNX1 Runt–CBFb-SMMHC binding, primary screen, biochemical, FRET, Cerulean-Runt, Venus-CBFb-SMMHC, uHTS. Runt-related transcription factor 1 (Homo sapiens) + Core-binding factor subunit beta …. Cerulean-Runt/Venus-CBFb-SMMHC FRET ratio 530/480, 1 h. inhibition, % at 20 µM. hit rate 0.74% among 220,000. AID 1434, 2008;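 active = mean inhibition across duplicate retests at 20 µM reaching about 50%, limit read from the data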;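 note: 0% = DMSO wells and 100% = wells with excess untagged CBFb-SMMHC; inhibitors lower the FRET ratio by blocking Runt binding to CBFb-SMMHC; some results filed as inactive read as strong as hits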
Target sequence (Q01196 whole entry, looked up): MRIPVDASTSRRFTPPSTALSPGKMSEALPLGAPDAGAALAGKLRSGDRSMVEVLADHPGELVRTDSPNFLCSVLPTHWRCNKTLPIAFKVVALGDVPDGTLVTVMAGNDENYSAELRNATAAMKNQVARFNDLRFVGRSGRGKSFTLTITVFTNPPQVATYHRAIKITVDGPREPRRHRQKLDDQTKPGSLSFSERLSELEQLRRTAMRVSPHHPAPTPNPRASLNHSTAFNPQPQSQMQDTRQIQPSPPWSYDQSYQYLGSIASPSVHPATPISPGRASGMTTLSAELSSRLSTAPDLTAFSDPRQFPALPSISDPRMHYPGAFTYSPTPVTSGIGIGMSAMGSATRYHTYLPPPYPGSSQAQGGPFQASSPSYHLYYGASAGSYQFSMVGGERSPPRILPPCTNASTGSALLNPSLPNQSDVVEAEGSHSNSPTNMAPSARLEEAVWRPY
Target sequence (Q13951 whole entry, looked up): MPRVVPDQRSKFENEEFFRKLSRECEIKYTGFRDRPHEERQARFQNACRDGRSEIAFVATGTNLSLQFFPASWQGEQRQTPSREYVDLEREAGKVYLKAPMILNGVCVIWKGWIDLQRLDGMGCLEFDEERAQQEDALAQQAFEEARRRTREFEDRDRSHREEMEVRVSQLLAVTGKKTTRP
Runt-CBFb FRET = inhibitors of RUNX1 Runt–CBFb binding, primary screen, biochemical, FRET, Cerulean-Runt, Venus-CBFb, uHTS | hit rate 0.46% among 220,000 | Cerulean-Runt/Venus-CBFb FRET ratio 530/480, 1 h | AID 1496, 2009 | Runt-related transcription factor 1 (Homo sapiens) + Core-binding factor subunit beta … | inhibition, % at 20 µM;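 active = inhibition over about 50% at 20 µM in the single-dose screen, limit read from the data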;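 note: 0% = DMSO wells and 100% = excess unlabeled CBFb competitor control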
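Assay system: Cerulean-tagged RUNX1 Runt domain (FRET donor) fusion protein / Amount: 100 nM each of Venus-CBFb and Cerulean-Runt domain / Medium: Tris buffer pH 7.5 with salts and BSA / Also added: Venus-CBFb 100 nM / Schedule: 1 h complex formation plus 1 h compound treatment, room temperature / Signal: FRET fluorescence / Read-out: loss of energy transfer signal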
p97 inhibitor = inhibitors of human p97 ATPase, primary screen, biochemical | recombinant p97 ATPase, Kinase-Glo ATP luminescence, 3 h | inhibition, % at 8 µM | AID 1481, 2009 | hit rate 0.42% among 220,000; in the data active = inhibition above about 15%;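 note: 0% = DMSO vehicle and 100% = wells lacking enzyme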
MDM2 E3 inh = MDM2-luciferase reporter signal enhancers, primary screen, MDM2 E3 ligase inhibitor project, cell-based, luminescence, 1536-well | E3 ubiquitin-protein ligase Mdm2 (Homo sapiens), Q00987 | cell-based MDM2 ubiquitination luciferase reporter, 2 h; 0 = plate control, 100 = twice control, blank-subtracted | signal enhancement, % at 5 µM | hit rate 0.11% among 210,000;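 active = signal enhancement of 30% or more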;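 note: luminescence tracks abundance of the self-degrading MDM2-luciferase fusion protein; higher signal means inhibition of MDM2 E3 ligase activity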
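Buffer or medium: Cells held in DMEM | Assay system: Stable mammalian line carrying autodegrading MDM2–luciferase fusion reporter | Quantity: 2000 cells/well | Times: 4 h settle plus 2 h compound, 37 °C | Doses: One concentration, 5 µM, with 0.2% DMSO | Technique: Luminescence with SteadyLite reagent, 15 min at room temperature | Benchmarks: Plate controls and plate blanks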
NPY-Y1 antag = NPY-Y1 receptor antagonists, primary screen, cell-based; HEK293-CNG Y1 cells, membrane potential fluorescence; NPY at EC95, then isoproterenol; inhibition, % at 3.6 µM; hit rate 1% among 200,000;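 active = inhibition above the campaign mean inhibition of all tested compounds plus 3 SD, cut at about 20% in these data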;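 note: 0% = DMSO wells given NPY plus isoproterenol and 100% = isoproterenol alone without NPY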
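Assay system: HEK293 Y1/CNG channel cell line; Doses: single compound dose of 3.6 µM, 0.4% DMSO; Timing: dye 3 h, compound 60 min room temperature, stimulation 45 min; Technique: Membrane-potential fluorescent dye readout; Measure: % inhibition of NPY effect.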
Hck-Nef inh = inhibitors of Nef-activated human Hck kinase, primary screen, biochemical, Z-Lyte FRET, 384-well, Hck-YEEI | hit rate 0.68% among 220,000 | inhibition, % at 20 µM | AID 463187, 2010 | Recombinant Hck-YEEI plus Nef, Z-Lyte FRET kinase assay;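 active = Hck-Nef kinase inhibition above about 50%, limit read from the data; inactive = inhibition below that limit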;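 note: 0% = DMSO with Hck plus Nef and 100% = Hck alone without Nef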
The depositor's hits bear a star; . = no result given. Random draw from the library; about 3.5% have a hit in one of these screens.

Values run as follows: NPY1 pot ag	NPY-Y2 PAM-ag	RBBP9 inh	Runt-SMMHC FRET	Runt-CBFb FRET	p97 inhibitor	MDM2 E3 inh	NPY-Y1 antag	Hck-Nef inh
O=C(NCc1ccccc1)c1cc(-n2cnnc2)ccc1Cl
    -9	-7	-5	-12	0	1	-9	1	7
O=C(CN1CCNCC1)Nc1ccccc1Cl
    -8	-12	-3	-3	0	-5	-19	-2	1
CC(=O)Nc1ccc(S(=O)(=O)NCC(C)NS(=O)(=O)c2ccc(NC(C)=O)cc2)cc1 (centres undefined)
    -20	-3	-2	-3	0	6	13	5	1
COc1ccc(CCn2nnc(-c3ccc(NC(C)=O)c(Cl)c3)n2)cc1
    -21	-16	-1	4	-1	1	.	-2	12
CCOC(=O)c1c(NC(=O)c2cc(C(C)C)on2)sc(C(C)=O)c1C
    -12	4	-11	-4	-8	-1	-3	-1	-11
CCOc1ccc(CC(=O)NNC(=S)NC2CCCCC2)cc1OCC
    10	-15	4	-3	-2	4	4	-2	2
CCOC(=O)CSC1=C(C#N)C(=O)NC(c2ccc(OC)cc2)S1 (centres undefined)
    -4	0	-4	2	15	-9	-6	0	1
CCCN(CC(=O)Nc1ccccc1Br)CC(=O)Nc1ccc(F)c(F)c1F
    6	2	-11	-5	-2	0	-1	11	0
CCOC(=O)C1=C(CNCc2ccccc2Cl)NC(=O)NC1c1ccc2c(c1)OCO2 (centres undefined)
    -8	-19	-5	3	-1	-7	9	2	4
Cc1ccc(N(Cc2cc3ccc(C)cc3[nH]c2=O)C(=O)c2ccco2)cc1
    29	3	-3	35	36	2	.	.	30
CC(=O)Nc1cccc(NC(=O)COc2nncc3ccccc23)c1
    -12	-3	-9	2	2	-7	-9	4	0
N/C(=N\NC(=O)c1sccc1OCc1ccc(Cl)cc1Cl)c1ccccn1
    -33	-11	-2	-9	0	-2	-6	11	-5
CCOc1ccc(C2c3cc(OC)c(OC)cc3CC(=O)N2c2ccc(OC)cc2)cc1 (centres undefined)
    -4	-13	0	1	-5	-1	-17	18	1
O=c1cc(-c2ccccc2)[nH][nH]1
    3	5	-5	0	3	-4	1	-4	7
CCCCN(C)S(=O)(=O)c1ccc(C(=O)N(CCN(C)C)c2nc3ccc(C)cc3s2)cc1
    -12	-7	-6	-1	1	1	-8	0	20

The list continues:
Values run as follows: NPY1 pot ag	NPY-Y2 PAM-ag	RBBP9 inh	Runt-SMMHC FRET	Runt-CBFb FRET	p97 inhibitor	MDM2 E3 inh	NPY-Y1 antag	Hck-Nef inh
C/C=C(\C)C(=O)NCCN1C2=NC[C@H](Cc3ccc(O)cc3)N2C[C@@H]1Cc1ccc(OC)cc1
    5	1	4	-7	1	10	.	3	-3
O=c1cc(O)nc(SC23CC4CC(CC(C4)C2)C3)[nH]1
    19	6	-1	2	0	6	2	2	3
COc1ccc2ccc(=O)oc2c1CC=C(C)C
    -9	-3	-4	2	-1	1	.	7	1
Cc1ccnc(NS(=O)(=O)c2ccc3c(c2)CCO3)c1
    -4	-22	-3	0	2	2	-11	.	8
COc1ccc(-c2csc3nc(-c4cccnc4)nc(Cl)c23)cc1OC
    -34	-4	-12	-2	-2	10	-24	2	1
Cc1cc(C=O)c(C)n1-c1ccc(Cl)c(C(=O)O)c1
    3	2	8	4	-2	4	-18	14	38
Cc1cc(C)n(C(=O)COc2ccc([N+](=O)[O-])cc2)n1
    -1	-2	-9	-2	1	-4	8	1	2
CCSc1nnc(NC(=O)c2csc3c2CCC(C)C3)s1 (centres undefined)
    -25	-3	-9	5	2	-6	-10	0	9
Oc1ccc(/C=N/Nc2nc(N3CCCCCC3)nc(N3CCCCCC3)n2)c(O)c1
    20	3	3	1	2	5	-4	4	19
COc1ccc(CCNC(=O)CCc2nc3ccccc3[nH]2)cc1OC
    0	2	-7	-1	0	5	-16	0	19
O=C(COC(=O)c1ccccn1)NCCCc1ccccc1
    20	-6	4	3	-1	10	1	1	0
CC(=O)NCC(=O)N(C)C(C(=O)Nc1ccc(C(C)C)cc1)c1ccccc1 (centres undefined)
    9	-3	6	-2	-3	1	-16	0	1
CCc1cccc2c(C(=O)CCl)c[nH]c12
    2	13	-1	2	1	18*	-17	-4	5
CCCNC(=O)COC(=O)c1ccc(N2CCCC2)c([N+](=O)[O-])c1
    -16	-3	-3	-3	0	1	8	3	17
COc1ccc(C(=O)N/N=C/c2sc3ccccc3c2O)cc1
    -9	-12	-8	71	18	2	-16	8	4

(cont.)
Values run as follows: NPY1 pot ag	NPY-Y2 PAM-ag	RBBP9 inh	Runt-SMMHC FRET	Runt-CBFb FRET	p97 inhibitor	MDM2 E3 inh	NPY-Y1 antag	Hck-Nef inh
Cc1ccc(NC(=O)NC(=O)CSc2n[nH]c(N)n2)c(C)c1
    8	0	-1	-2	0	3	-11	-3	2
CCOC(=O)c1ccccc1NC(=O)Cn1cnc2c1c(=O)n(C)c(=O)n2C
    -26	-20	-5	4	-1	-1	-8	9	1
O=C(c1ccc2c(c1)OCO2)N1CCN=C1SCc1cccnc1
    -1	-2	-7	-6	1	2	-18	-6	3
Cc1cccc2cc(C#N)c(NCCCNS(=O)(=O)c3ccc(Cl)cc3)nc12
    27	2	-3	74*	31	8	.	.	30
O=C(Cc1ccccc1)Nc1cccc(-c2nnc(-c3ccco3)o2)c1
    -3	6	-12	-2	0	4	-4	1	2
CC(C)C(C(=O)NCC1CCCO1)N(Cc1ccco1)C(=O)CNS(=O)(=O)c1ccc(F)cc1 (centres undefined)
    -2	4	-3	0	5	4	3	3	1
CN(C)C(CNC(=S)Nc1cccc(Cl)c1)c1cccnc1 (centres undefined)
    3	-4	-4	-1	0	5	-9	3	24
CC1CC(C)(C)NC(=S)N1CCCC(=O)Nc1ccc(F)cc1 (centres undefined)
    -2	-2	-2	2	2	4	-12	4	-1
CN(C)CCOCCOc1ccccc1-c1ccccc1
    -20	-4	-1	-109	0	11	-11	5	2
CC(C)CC(=O)O/N=C1\C(=O)N(c2ccccc2)c2ccccc21
    17	13	-18	-4	.	3	-8	-1	1
CC(=O)n1cc([C@H]2C=C(C(=O)N3CCN(Cc4ccc5c(c4)OCO5)CC3)O[C@@H](OCc3ccc(CO)cc3)C2)c2ccccc21
    -17	-3	-6	-4	-2	12	.	0	1
Fc1cccc(Cc2noc(CN3CCOCC3)n2)c1
    14	-9	-5	0	1	2	-18	3	5
CC1(C)C2CCC1(C)C(NC1=NCCC1)C2 (centres undefined)
    5	-10	2	2	-1	1	-12	-2	0
CCOC(=O)/C(C#N)=C/Nc1ccsc1C(C)=O
    -7	-4	-3	-2	1	-3	-14	.	-22
CCOc1ccc(CCNC(=O)COC(=O)c2ccc(OC)c(OC)c2OC)cc1OCC
    -14	-6	-9	0	0	-9	-15	2	12

Continuation.
Values run as follows: NPY1 pot ag	NPY-Y2 PAM-ag	RBBP9 inh	Runt-SMMHC FRET	Runt-CBFb FRET	p97 inhibitor	MDM2 E3 inh	NPY-Y1 antag	Hck-Nef inh
CCc1ccccc1NC(=O)CSc1ncn[nH]1
    11	14	-11	0	2	4	-16	1	-1
COc1ccc2[nH]c3ccccc3c2c1
    18	9	-4	-8	1	-3	0	0	5
CCOc1ccc(NC(=O)CSC(N)=O)cc1
    19	11	-10	6	7	3	-18	-7	-1
CCC(=O)NC(=S)Nc1ccc(Cl)cn1
    2	2	-2	-2	.	4	-6	1	2
CC(=O)Nc1cccc(NC(=O)CCCC(=O)O)c1
    17	12	-6	-2	-3	4	-7	1	-2
COc1ccc(C(C#N)N2N=C(c3ccccc3)CC2c2ccccc2)cc1OC (centres undefined)
    -12	9	6	4	1	-1	-8	2	2
CCn1c(=O)c(C(=O)CN2CC(C)OC(C)C2)c(N)n(Cc2ccccc2)c1=O (centres undefined)
    3	12	-2	-1	-3	3	-19	0	3
CCN(CC(=O)Nc1ccc(C)c(F)c1)CC(=O)NC(C)C
    -16	-8	1	-2	0	3	-18	0	21
NC(N)=NS(=O)(=O)c1ccc(NC(=S)NC(=O)/C=C/c2ccco2)cc1
    -18	-5	-2	-12	12	-1	-8	-1	2
Cc1nc(N/N=C/c2ccccc2)nc(N(C)c2ccccc2)c1[N+](=O)[O-]
    11	9	9	2	-1	6	-36	3	2
CCCOc1ccc(-c2c(C(=O)N/N=C/c3ccc(OCC)cc3)nnn2-c2nonc2N)cc1
    0	1	-9	0	2	6	-7	2	1
